STK33 kin inh: human STK33 kinase inhibition; Q9BYT3; ADP-Glo luminescence, MBP substrate; inhibition, % at 12.5 µM; hit rate 0.44% among 27,000; AID 2322; in the data active means inhibition above about 20%
Target sequence (Q9BYT3 whole entry, looked up): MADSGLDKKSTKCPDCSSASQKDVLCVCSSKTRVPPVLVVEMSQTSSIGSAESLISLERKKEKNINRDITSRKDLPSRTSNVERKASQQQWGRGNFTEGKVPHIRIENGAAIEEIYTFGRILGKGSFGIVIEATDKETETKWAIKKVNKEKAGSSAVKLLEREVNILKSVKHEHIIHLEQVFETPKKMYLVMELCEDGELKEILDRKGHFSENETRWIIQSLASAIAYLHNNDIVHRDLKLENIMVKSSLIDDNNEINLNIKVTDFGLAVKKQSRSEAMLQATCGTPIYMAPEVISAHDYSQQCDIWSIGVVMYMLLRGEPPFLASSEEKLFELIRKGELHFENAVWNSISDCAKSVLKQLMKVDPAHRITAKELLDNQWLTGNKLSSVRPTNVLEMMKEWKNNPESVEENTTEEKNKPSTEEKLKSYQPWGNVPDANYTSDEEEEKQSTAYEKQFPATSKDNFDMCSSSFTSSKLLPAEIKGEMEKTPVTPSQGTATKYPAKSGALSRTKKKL
mut p53 react: mutant p53 pathway reactivation; SW480 PUMA-promoter luciferase; activation, % at 9.98 µM; hit rate 1.5% among 28,000; in the data active means activation above about 52%
Active calls of the source: *. Not all compounds are listed. The share of hits here may be higher or lower than overall.

The opening 10 compounds, to show the layout:
For C[C@@H]1CN([C@H](C)CO)C(=O)c2cccc(NC(=O)C3CCOCC3)c2O[C@H]1CN(C)C(=O)Nc1ccc2c(c1)OCO2 the results were mut p53 react -5.0.
`C[C@@H]1CN([C@H](C)CO)C(=O)c2cc(NS(=O)(=O)c3cccs3)ccc2O[C@H]1CN(C)C(=O)Nc1ccccc1` gave STK33 kin inh -3.0.
COc1ccc(Cl)cc1N1CCN(CCCNC(=S)Nc2ccc(Cl)cc2C)CC1 was read as STK33 kin inh 1.0 and mut p53 react -4.3.
Screening COc1ccc(-c2ccc(N)[n+](CCCC(=O)O)n2)cc1 returned STK33 kin inh 0.7 and mut p53 react 0.7.
For S=C(CC(=S)N1CCOCC1)N1CCOCC1 the results were STK33 kin inh -3.3.
For COc1cc([N+](=O)[O-])ccc1NC(=S)NCCn1cc(Br)cn1 the results were STK33 kin inh 2.2 and mut p53 react -1.0.
Screening CS(=O)(=O)N(CC(=O)Nc1ccccc1C(=O)N1CCOCC1)c1cccc(F)c1 returned STK33 kin inh -2.0 and mut p53 react -9.0.
For Cc1cccc(OCCCC(=O)Nc2ccc3c(c2)OCCO3)c1C the results were STK33 kin inh -0.6 and mut p53 react 18.0.
Screening C[C@@H]1CN([C@@H](C)CO)C(=O)Cc2cc(N(C)C)ccc2O[C@H]1CN(C)S(=O)(=O)c1cn(C)cn1 returned mut p53 react -0.5.
`COC(=O)c1cc(C)cc(=O)o1` gave mut p53 react -3.8.

Results (from the top)
For C[C@@H]1CN([C@H](C)CO)C(=O)c2cccc(NC(=O)C3CCOCC3)c2O[C@H]1CN(C)C(=O)Nc1ccc2c(c1)OCO2 the results were mut p53 react -5.0.
`C[C@@H]1CN([C@H](C)CO)C(=O)c2cc(NS(=O)(=O)c3cccs3)ccc2O[C@H]1CN(C)C(=O)Nc1ccccc1` gave STK33 kin inh -3.0.
COc1ccc(Cl)cc1N1CCN(CCCNC(=S)Nc2ccc(Cl)cc2C)CC1 was read as STK33 kin inh 1.0 and mut p53 react -4.3.
Screening COc1ccc(-c2ccc(N)[n+](CCCC(=O)O)n2)cc1 returned STK33 kin inh 0.7 and mut p53 react 0.7.
For S=C(CC(=S)N1CCOCC1)N1CCOCC1 the results were STK33 kin inh -3.3.
For COc1cc([N+](=O)[O-])ccc1NC(=S)NCCn1cc(Br)cn1 the results were STK33 kin inh 2.2 and mut p53 react -1.0.
Screening CS(=O)(=O)N(CC(=O)Nc1ccccc1C(=O)N1CCOCC1)c1cccc(F)c1 returned STK33 kin inh -2.0 and mut p53 react -9.0.
For Cc1cccc(OCCCC(=O)Nc2ccc3c(c2)OCCO3)c1C the results were STK33 kin inh -0.6 and mut p53 react 18.0.
Screening C[C@@H]1CN([C@@H](C)CO)C(=O)Cc2cc(N(C)C)ccc2O[C@H]1CN(C)S(=O)(=O)c1cn(C)cn1 returned mut p53 react -0.5.
`COC(=O)c1cc(C)cc(=O)o1` gave mut p53 react -3.8.
Cc1noc(C)c1S(=O)(=O)N(C)C[C@@H]1Oc2ccc(NC(=O)NC3CCCCC3)cc2CC(=O)N([C@@H](C)CO)C[C@H]1C was read as mut p53 react 0.1.
Screening COc1ccc(S(=O)(=O)Nc2cccc3c2O[C@H](CN(C)Cc2ccc4c(c2)OCO4)[C@H](C)CN([C@H](C)CO)C3=O)cc1 returned mut p53 react -3.6.
Screening O=C(NCc1ccco1)C1CCCN(S(=O)(=O)c2ccc(Cl)cc2)C1 (centres undefined) returned STK33 kin inh -0.1 and mut p53 react -7.4.
For Cc1ccc(S(=O)(=O)Nc2ccc3c(c2)CC(=O)N([C@H](C)CO)C[C@@H](C)[C@@H](CN(C)C(=O)Nc2c(C)noc2C)O3)cc1 the results were STK33 kin inh 0.0 and mut p53 react 0.3.
`Cc1sc(NC(=O)COc2ccc(-c3ccccc3)cc2)c(C(N)=O)c1C` gave STK33 kin inh 8.9 and mut p53 react 6.2.
Cc1noc(C)c1NC(=O)Nc1ccc2c(c1)C(=O)N([C@@H](C)CO)C[C@@H](C)[C@H](CN(C)C)O2 was read as mut p53 react -8.4.
Screening Cc1cc(Br)cnc1N=CNO returned STK33 kin inh 0.6.
For COc1cc(C)c(Br)cc1S(=O)(=O)NCCCN1CCOCC1 the results were STK33 kin inh 0.0 and mut p53 react 0.7.
`C[C@@H]1CCCCO[C@@H](CN(C)C(=O)C2CCCCC2)[C@@H](C)CN([C@@H](C)CO)C(=O)c2cc(NS(=O)(=O)c3cn(C)cn3)ccc2O1` gave mut p53 react -2.4.
For C[C@H]1CN([C@@H](C)CO)C(=O)c2cc(C#CC3CC3)cnc2O[C@@H]1CN(C)S(=O)(=O)c1cccc(F)c1 the results were mut p53 react -4.7.
Screening Cn1c(SCC(=O)Nc2ccc3c(c2)oc2ccccc23)nnc1-c1ccccc1 returned STK33 kin inh 0.4 and mut p53 react -6.3.
COc1ccc(NC(=O)Nc2ccc3c(c2)CC(=O)N([C@@H](C)CO)C[C@H](C)[C@@H](CN(C)S(=O)(=O)c2ccccc2)O3)cc1 was read as STK33 kin inh -0.4.
Cc1ccc(NC(=O)Cn2cncc2-c2ccc([N+](=O)[O-])cc2)cc1C was read as STK33 kin inh -0.2 and mut p53 react -34.1.
For O=C(Nc1cccnc1)C1CC(c2ccc(Cl)c(Cl)c2)=NO1 (centres undefined) the results were STK33 kin inh -3.1 and mut p53 react -6.4.
Screening C[C@@H]1CN([C@@H](C)CO)C(=O)c2cc(NS(=O)(=O)c3cn(C)cn3)ccc2O[C@@H]1CN(C)C returned STK33 kin inh 0.3 and mut p53 react 7.3.
Screening Cc1cccc(NC(=O)CSc2nnc(-c3cccs3)n2-c2ccccc2)c1C returned STK33 kin inh -2.3 and mut p53 react -2.3.
`O=C(/C=C/c1ccccc1)O[C@@H]1C[C@@](O)(C(=O)O)C[C@@H](O)[C@@H]1O` gave STK33 kin inh -2.6 and mut p53 react -16.1.
For O=C(CSc1nnc(-c2cnccn2)n1-c1ccccc1)Nc1cc(C(F)(F)F)ccc1Cl the results were STK33 kin inh -7.3 and mut p53 react -8.4.
Screening O=C(CSc1nnc(-c2cccs2)n1-c1ccc(F)cc1)Nc1ccc(Cl)c(Cl)c1 returned STK33 kin inh 5.2 and mut p53 react -8.1.
For C[C@H]1CN([C@@H](C)CO)C(=O)c2cc(C#Cc3ccccn3)cnc2O[C@@H]1CN(C)Cc1cncnc1 the results were mut p53 react 14.1.
For Cc1noc(C)c1NC(=O)N(C)C[C@@H]1Oc2ccc(NC(=O)Cc3cn(C)c4ccccc34)cc2CC(=O)N([C@H](C)CO)C[C@@H]1C the results were STK33 kin inh -1.9 and mut p53 react 2.7.
COCC(=O)N(C)C[C@H]1Oc2cc(C#CCC(C)C)ccc2S(=O)(=O)N([C@H](C)CO)C[C@H]1C was read as mut p53 react 1.9.
For Cc1ccc(C(=O)CSc2nnc(-c3ccco3)o2)o1 the results were STK33 kin inh -4.4 and mut p53 react 30.5.
For CCc1cc(O)c(C)c(O)c1C=O the results were STK33 kin inh -5.3 and mut p53 react -21.6.
For COC(=O)c1cc2cc(O)c(-c3c(O)cc4cc(C(=O)OC)oc(=O)c4c3O)c(O)c2c(=O)o1 the results were STK33 kin inh 6.0 and mut p53 react 4.7.
C[C@H]1CN([C@@H](C)CO)C(=O)Cc2cc(NS(=O)(=O)c3cn(C)cn3)ccc2O[C@H]1CN(C)C(=O)Nc1ccc(C(F)(F)F)cc1 was read as STK33 kin inh 2.5.
For C[C@@H]1CN([C@@H](C)CO)C(=O)Cc2cc(NC(=O)CCC(F)(F)F)ccc2O[C@@H]1CN(C)C the results were STK33 kin inh -1.0 and mut p53 react 5.7.
COc1cccc(C(=O)OCc2nc3ccccc3s2)c1 was read as STK33 kin inh 0.5 and mut p53 react 33.0.
C[C@H](CO)N1C[C@H](C)[C@@H](CN(C)C(=O)NC2CCCCC2)Oc2ccc(NC(=O)Cn3cnnn3)cc2CC1=O was read as mut p53 react -1.7.
For COc1cc(OC)cc(-c2nnc(SCC(=O)NC3CC4CCC3C4)o2)c1 (centres undefined) the results were STK33 kin inh 1.6 and mut p53 react 0.6.
Screening COc1ccc(C2CC(=O)Oc3cc(O)cc(O)c32)cc1 (centres undefined) returned STK33 kin inh 0.0 and mut p53 react -1.7.
`Cc1cc(=O)n2c3ccccc3n(CC(O)CNc3ccccc3)c2c1C#N` (centres undefined) gave STK33 kin inh -0.3 and mut p53 react 5.3.
CC(=O)OCC(=O)[C@@]1(O)CC[C@H]2[C@@H]3CCC4=CC(=O)CC[C@]4(C)[C@H]3[C@@H](O)C[C@@]21C was read as STK33 kin inh -3.5.
`COc1ccc(-c2cc(C)nc(SCc3cccc(C(=O)O)c3)n2)cc1` gave STK33 kin inh -9.1 and mut p53 react 6.0.
`Cc1cc(C(=O)Nc2cccc3c2O[C@H](CN(C)S(=O)(=O)c2cccs2)[C@@H](C)CN([C@H](C)CO)C3=O)n(C)n1` gave mut p53 react 8.9.
`OC(Cn1nnc2ccccc21)Cn1c2ccc(Cl)cc2c2cc(Cl)ccc21` (centres undefined) gave STK33 kin inh 4.5 and mut p53 react -1.3.
Screening Cn1cnc2c(NCc3ccccc3)nc(NCCO)nc21 returned STK33 kin inh 3.9 and mut p53 react 18.2.
For C[C@H](CO)N1C[C@H](C)[C@H](CN(C)S(=O)(=O)c2cccs2)Oc2c(NC(=O)Nc3cccc4ccccc34)cccc2C1=O the results were mut p53 react -15.7.
C[C@H](CO)N1C[C@H](C)[C@H](CN(C)Cc2ccc(Cl)c(Cl)c2)Oc2ccc(NS(=O)(=O)c3ccccc3)cc2C1=O was read as STK33 kin inh 0.6.
`C[C@@H]1CN([C@@H](C)CO)S(=O)(=O)c2ccc(/C=C/c3ccccc3)cc2O[C@H]1CN(C)C(=O)c1ccccc1` gave mut p53 react -36.5.
For C[C@@H]1CN([C@@H](C)CO)C(=O)c2cc(C#Cc3cccc(F)c3)cnc2O[C@H]1CN(C)C(=O)c1ccccc1F the results were mut p53 react -19.7.
For Cc1ccc(S(=O)(=O)N(C)C[C@@H]2OCCCC[C@@H](C)Oc3ccc(NC(=O)NC(C)C)cc3C(=O)N([C@H](C)CO)C[C@@H]2C)cc1 the results were STK33 kin inh 3.1.
Screening C[C@@H]1CN([C@@H](C)CO)C(=O)c2cc(NC(=O)NC3CCCCC3)ccc2O[C@H]1CN(C)C returned mut p53 react 10.1.
`Cc1cccc(CN(C)C[C@@H]2OCc3cn(nn3)CCCC(=O)N([C@H](C)CO)C[C@@H]2C)c1` gave STK33 kin inh 0.7 and mut p53 react -2.2.
`Cc1cccc(C)c1NC(=O)C(C)N(c1ccc(Cl)cc1)S(C)(=O)=O` (centres undefined) gave STK33 kin inh -1.7 and mut p53 react -5.1.
`Cc1cc(C(=O)NCCCn2ccnc2)sc1-c1ccccc1` gave STK33 kin inh -2.4 and mut p53 react 23.0.
`CC(C)NC(=O)Nc1ccc2c(c1)C(=O)N([C@@H](C)CO)C[C@@H](C)[C@@H](CN(C)S(=O)(=O)c1cccs1)OCCCC[C@H](C)O2` gave mut p53 react 3.1.
`COc1ccc(S(=O)(=O)Nc2ccc3c(c2)C(=O)N([C@H](C)CO)C[C@H](C)[C@@H](CN(C)C(=O)Cc2ccccc2)OCCCC[C@@H](C)O3)cc1` gave STK33 kin inh -3.4.
COc1ccc(NC(=O)Nc2ccc3c(c2)C(=O)N([C@H](C)CO)C[C@H](C)[C@@H](CN(C)C(=O)Nc2ccc4c(c2)OCO4)OCCCC[C@H](C)O3)cc1 was read as mut p53 react 13.5.
Screening COC(=O)c1ccc(C(=O)OC)c(NC(=O)COc2cc(C)c(C)cc2C)c1 returned STK33 kin inh -0.3 and mut p53 react -30.4.
`Cc1nnnn1CC(=O)Nc1cccc([N+](=O)[O-])c1` gave STK33 kin inh 1.8 and mut p53 react -4.8.
Screening C[C@H]1CCCCO[C@H](CN(C)C(=O)Nc2ccccc2)[C@@H](C)CN([C@@H](C)CO)C(=O)c2cc(NC(=O)CCC(F)(F)F)ccc2O1 returned mut p53 react -0.5.
For CCOC(=O)C1=C(C)Nc2ncnn2C1c1ccco1 (centres undefined) the results were STK33 kin inh -1.4 and mut p53 react 9.0.
`C[C@H](CO)N1C[C@H](C)[C@H](CN(C)Cc2ccc(C(F)(F)F)cc2)Oc2ccc(NC(=O)Cc3ccccc3)cc2C1=O` gave STK33 kin inh 0.3.
For CC(=O)Nc1ccc(NC(=O)CN(C)S(=O)(=O)c2ccc(Br)cc2)cc1 the results were STK33 kin inh 0.9 and mut p53 react 0.5.
`NC(Cc1ccc(Cl)cc1)C(=O)O` (centres undefined) gave mut p53 react 1.6.
Screening C[C@H]1CN([C@@H](C)CO)C(=O)c2cc(NC(=O)Cc3cn(C)c4ccccc34)ccc2O[C@H]1CN(C)C(=O)Nc1ccccc1 returned mut p53 react -6.5.
For C[C@H](CO)N1C[C@H](C)[C@H](CN(C)Cc2ccncc2)Oc2ccc(NC(=O)C3CC3)cc2CC1=O the results were STK33 kin inh 0.7 and mut p53 react -7.7.
Screening O=C(O)/C=C/C(=O)N(Cc1ccccc1)Cc1ccccc1 returned mut p53 react 4.3.
Screening CNC[C@@H]1Oc2ncc(/C=C/c3ccccc3)cc2C(=O)N([C@H](C)CO)C[C@H]1C returned mut p53 react 18.1.
Screening CC(=O)c1cccc(NC(=O)C2CCCN(S(=O)(=O)c3ccccc3)C2)c1 (centres undefined) returned STK33 kin inh 2.1 and mut p53 react -4.3.
COc1ccc(-c2cc(C(F)(F)F)nc(SCC(=O)Nc3ccc4c(c3)CCC4)n2)cc1OC was read as STK33 kin inh 2.1 and mut p53 react -31.5.
For C[C@H]1CN([C@@H](C)CO)C(=O)c2cc(NS(=O)(=O)c3ccc(Cl)cc3)ccc2O[C@@H]1CN(C)CC1CCCCC1 the results were STK33 kin inh 0.8.
COc1ccc(S(=O)(=O)N(C)C[C@H]2Oc3ccc(NC(=O)Cc4cn(C)c5ccccc45)cc3CC(=O)N([C@@H](C)CO)C[C@H]2C)cc1 was read as STK33 kin inh 3.6 and mut p53 react -4.4.
For C[C@H]1CN([C@@H](C)CO)C(=O)Cc2cc(NC(=O)CCN3CCOCC3)ccc2O[C@H]1CN(C)Cc1ccc(Oc2ccccc2)cc1 the results were STK33 kin inh -3.0.

Screening data deposited in PubChem BioAssay by Broad Institute.
